Wnt bcat act: activators of Wnt/beta-catenin signaling; actives 1.2% (n = 300,000); Wnt/beta-catenin reporter cell assay, activator, plate reader; activation, % at 9.35 µM; in the data active = activation above about 30%, passing the limit was not always enough;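 also: 0% = neutral control wells and 100% = positive control wells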
MITF act: increases MITF-driven TRPM1 promoter luciferase signal; actives 0.75% (n = 300,000); activation, % at 12.5 µM; SK-MEL-5 TRPM1-promoter luciferase, 24 h; % of positive control, neutral wells = 0;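 active = mean activation of at least 80% with every replicate also reaching 80%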;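 also: 0% = neutral control wells and 100% = parthenolide positive control wells; values of inactives mirror those of a sister screen read the other way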
Rtt109 HAT inh: inhibitors of Candida albicans Rtt109/Vps75 histone acetyltransferase | Q5AAJ8 | purified Rtt109/Vps75, ThioGlo CoA-SH fluorescence, 4 h | inhibition, % at 34.9 µM | actives 0.16% (n = 330,000) | AID 540336;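 active = inhibition of at least 50% in every replicate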
Target sequence (Q5AAJ8 whole entry, looked up): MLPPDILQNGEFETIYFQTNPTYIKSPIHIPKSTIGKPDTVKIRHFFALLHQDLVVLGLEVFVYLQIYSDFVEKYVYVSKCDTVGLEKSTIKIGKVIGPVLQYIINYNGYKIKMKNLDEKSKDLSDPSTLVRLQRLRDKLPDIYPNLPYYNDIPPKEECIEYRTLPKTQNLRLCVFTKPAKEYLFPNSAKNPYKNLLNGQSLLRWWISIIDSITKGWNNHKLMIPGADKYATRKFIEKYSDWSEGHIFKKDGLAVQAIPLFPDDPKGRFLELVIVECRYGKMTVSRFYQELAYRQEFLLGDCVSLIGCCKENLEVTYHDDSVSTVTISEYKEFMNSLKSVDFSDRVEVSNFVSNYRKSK
CDK5 p35 inh: inhibitors of human CDK5/p35 kinase; AID 488839; Q00535+Q15078; inhibition, % at 10 µM; Recombinant CDK5/p35, ADP-Glo luminescence, 60 min; actives 0.01% (n = 330,000);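 active = highest replicate inhibition of at least 50% and at least 75% of replicates reaching 50%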;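 also: plate controls were DMSO neutral control for no effect and GW8510 at 10 µM for full effect; many of its hits are not listed in these tables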
SR-BI DiI-HDL act: SR-BI HDL lipid transfer activation; CHO ldlA[mSR-BI] cells, DiI-HDL uptake fluorescence, 3 h; 100 = double the neutral-control signal; activation, % at 12.5 µM; actives 0.096% (n = 320,000); AID 504775;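 active = mean replicate activation of at least 60% and every replicate at or above 60%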;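 also: 0% = median plate neutral-control signal and 100% = twice that signal; values of inactives mirror those of a sister screen read the other way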
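material = CHO ldlA[mSR-BI] cells | medium = Ham's F12 with 0.5% BSA, HEPES 25 mM, pH 7.4 | reagent = fluorescent DiI-HDL, 10 µg/mL final | compound dosing = single-point compound dose | incubation = 3 h, 37 °C | measured by = bottom-read fluorescence, 550/595 nm | measure = HDL uptake via cellular fluorescence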
SR-BI HDL uptake: inhibitors of mouse SR-BI mediated HDL lipid uptake; Q61009; ldlA[mSR-BI] CHO cells, DiI-HDL uptake fluorescence, 3 h; inhibition, % at 12.5 µM; actives 0.96% (n = 320,000);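 active = mean replicate inhibition of at least 70% and a set share of replicates each scoring 70 or more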;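 also: 0% = median of neutral control wells and 100% = median of positive control wells; values of inactives mirror those of a sister screen read the other way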
HTR5A ag: HTR5A agonism, opioid heterodimer counter-screen. P47898. activation, % at 9.3 µM. actives 0.61% (n = 340,000). HTR5A agonist assay, luminescence, cell-based; in the data active = activation mostly above about 9.5%, no sharp cut-off; inactive = mostly below about 7.6%;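 also: 0% = cells with vehicle only and 100% = reference agonist; strong numbers were not always called active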
Target sequence (P47898 whole entry, looked up): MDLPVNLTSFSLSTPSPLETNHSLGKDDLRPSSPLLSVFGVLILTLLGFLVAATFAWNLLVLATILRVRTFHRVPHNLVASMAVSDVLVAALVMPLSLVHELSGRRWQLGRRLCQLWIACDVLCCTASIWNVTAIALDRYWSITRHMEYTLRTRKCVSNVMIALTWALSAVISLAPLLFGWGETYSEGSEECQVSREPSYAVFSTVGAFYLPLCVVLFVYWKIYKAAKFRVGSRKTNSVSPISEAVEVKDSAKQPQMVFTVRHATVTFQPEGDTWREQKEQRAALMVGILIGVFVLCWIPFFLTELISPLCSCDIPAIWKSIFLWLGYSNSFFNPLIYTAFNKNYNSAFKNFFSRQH
PvdQ acylase: P. aeruginosa PvdQ acylase inhibition | purified PvdQ acylase, fluorescence plate reader | actives 0.063% (n = 340,000) | inhibition, % at 10 µM; in the data active = inhibition above about 30%, passing the limit was not always enough;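 also: 0% = vehicle neutral wells and 100% = reference inhibitor wells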
cardiac RTF act: cardiac RTF calcium sensitization; P19429+P45379; IANBD-labeled TnC RTF fluorescence at EC20 calcium; 0% EC20 calcium, 100% full calcium; activation, % at 7.2 µM; actives 0.24% (n = 340,000); AID 493008;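 active = activation above the mean over all tested compounds plus 3 SD, cut at about 30% in these data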;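 also: rise in fluorescence read as greater calcium sensitivity of cardiac thin filaments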
dFosB activator: mouse delta FosB homodimer activation | AID 493131 | activation, % at 25 µM | purified delta FosB, TAMRA-CDK5 oligo fluorescence polarization; percent of positive-control signal above neutral wells | actives 0.99% (n = 340,000);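 active = mean activation above about 17%, with every replicate also reaching it, limit read from the data, passing the limit was not always enough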;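 also: fluorescence polarization rise as delta FosB binds a TAMRA Cdk5 AP-1 oligo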
Target sequence (P13346 whole entry, looked up): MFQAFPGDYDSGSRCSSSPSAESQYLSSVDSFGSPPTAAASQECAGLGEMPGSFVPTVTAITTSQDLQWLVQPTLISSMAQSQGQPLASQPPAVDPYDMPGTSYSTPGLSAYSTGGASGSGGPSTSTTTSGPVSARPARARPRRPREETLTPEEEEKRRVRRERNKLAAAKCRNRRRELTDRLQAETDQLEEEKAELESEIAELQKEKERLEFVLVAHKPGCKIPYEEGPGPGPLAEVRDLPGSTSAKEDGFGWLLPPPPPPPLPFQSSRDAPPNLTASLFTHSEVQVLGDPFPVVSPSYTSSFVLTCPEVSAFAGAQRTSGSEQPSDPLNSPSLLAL
The depositor's hits bear a star; x = no result given.

Compound	cardiac RTF act	CDK5 p35 inh	dFosB activator	PvdQ acylase	Rtt109 HAT inh	SR-BI HDL uptake	SR-BI DiI-HDL act	MITF act	Wnt bcat act	HTR5A ag
CCC(C)(C)NC(=O)C(c1ccc(O)cc1)N(C(=O)Cn1nnc2ccccc21)c1ccc(NC(C)=O)cc1 (configuration not stated)	10	0.0	4	-11	1	-20	20	-11	1	3
COc1cc(/C=N/NS(=O)(=O)c2ccc(C(C)(C)C)cc2)cc([N+](=O)[O-])c1O	-1	-2.0	-7	-14	20	-15	15	-9	0	2
CC(C)C(=O)Nc1nnc(SCc2cccc(F)c2)s1	-2	-0.7	-9	-11	7	-12	12	10	0	9
COc1cccc(Oc2ncnc(N)c2[N+](=O)[O-])c1	-1	1.4	1	-2	x	-21	21	13	-2	0
COc1ccc(NS(=O)(=O)c2ccc(Oc3ncccn3)cc2)cc1	0	-0.1	-4	6	-4	-6	6	-4	-2	2
C[C@H]1CN([C@@H](C)CO)C(=O)c2cccc(NC(=O)c3ccc(-c4nccs4)cc3)c2O[C@@H]1CN(C)C(=O)NC1CCCCC1	2	-0.4	-2	1	-4	-6	6	8	1	4
CCc1nnc(NS(=O)(=O)c2ccc(N)cc2)s1	7	-0.1	-9	-9	-6	-2	2	10	79*	1
CCOc1cc(CNCCSc2nnnn2C)cc(Br)c1OCc1ccc(F)cc1	2	0.3	3	-22	1	47	-47	-2	-2	-5
Cn1nccc1C(=O)N1CCCC(C(=O)c2cccc3ccccc23)C1 (configuration not stated)	-7	-1.0	1	-8	-15	-9	9	5	0	1
Cc1ccc([N+](=O)[O-])c(NC2OC(CO)C(O)C2O)c1 (configuration not stated)	-4	-0.3	1	-6	0	-16	16	-7	0	2
O=C(NCCN1CCN(Cc2ccc([N+](=O)[O-])cc2)CC1)C(=O)Nc1ccccc1	1	-3.6	2	-20	-8	-6	6	-11	-1	1
CCOC(=O)COc1ccc(/C=C2/C(=O)NN(c3ccc(F)cc3)C2=O)cc1OC	-8	-1.4	5	10	9	-6	6	x	-3	1

Following part:
Compound	cardiac RTF act	CDK5 p35 inh	dFosB activator	PvdQ acylase	Rtt109 HAT inh	SR-BI HDL uptake	SR-BI DiI-HDL act	MITF act	Wnt bcat act	HTR5A ag
CC[C@@H](C)[C@H](NC(=O)Cc1c(C)c2c(cc(C)c3c(C)c(C)oc32)oc1=O)C(=O)O	-2	-1.1	10	-16	2	21	-21	-4	3	0
O=C(CN1C(=O)c2ccc([N+](=O)[O-])cc2C1=O)Nc1nccs1	8	1.7	-6	4	19	-37	37	-8	-1	5
CCOCCCn1c(=N)c(C(=O)NCCN2CCOCC2)cc2c(=O)n3cccc(C)c3nc21	0	-1.1	1	-30	-165	0	0	2	x	-2
Cc1ccc(N2C(=O)CC(Sc3ncccc3C(=O)O)C2=O)cc1 (configuration not stated)	-2	1.1	-7	-16	1	-13	13	10	-1	5
CC(C)NC(=O)c1ccc(COc2cc(Cl)ccc2Cl)o1	8	0.8	-1	-13	0	20	-20	5	-1	4
COC1(OC)N=C(N)C2(C#N)C(c3ccc4c(c3)OCO4)C12C#N (configuration not stated)	1	1.1	-1	14	4	4	-4	-17	x	-1
COc1ccc(/C=N/NC(=S)Nc2ccccc2[N+](=O)[O-])cc1O	-2	1.8	-7	-2	0	48	-48	-4	-7	4
O=C(CN1CCc2ccccc2C1)Nc1cccc(S(=O)(=O)N2CCOCC2)c1	-1	-0.6	-9	2	6	-5	5	-1	-1	2
Nc1ccc(C(=O)C(=O)c2ccccc2)cc1	5	-0.8	-2	1	0	12	-12	x	5	-1
CC(C)N(C(=O)N1CCC(c2nc(-c3ccncc3)no2)CC1)C(C)C	5	-0.1	3	-13	-12	31	-31	-10	x	4
Cn1c(N)c(C(=O)COC(=O)CNC(=O)c2ccccc2Cl)c(=O)n(C)c1=O	0	-2.1	-5	-15	-4	-9	9	-1	-2	2
O=C(N/N=C/c1ccc2c(c1)OCO2)c1ccc2ccccc2n1	1	-0.9	0	-5	-3	4	-4	5	6	-3

(listing goes on)
Compound	cardiac RTF act	CDK5 p35 inh	dFosB activator	PvdQ acylase	Rtt109 HAT inh	SR-BI HDL uptake	SR-BI DiI-HDL act	MITF act	Wnt bcat act	HTR5A ag
COC(=O)CN1C(=O)[C@H]2[C@@H](c3ccc(C)o3)N3C(=O)CN(Cc4ccccn4)C(=O)[C@@]3(Cc3ccccc3)[C@H]2C1=O	-10	-0.6	3	-15	-24	-10	10	2	-3	11
Cc1oc(-c2ccccc2Cl)nc1CS(=O)(=O)CC(=O)NC(C)c1ccccc1 (configuration not stated)	-5	-1.4	-9	-10	-1	-3	3	x	6	-3
CCOC(=O)c1nnn(CC(=O)Nc2ccccc2)c1C(=O)OCC	-1	-0.7	4	-8	-3	-25	25	5	-4	-3
CCOc1ccc(S(=O)(=O)N2CCC(C(=O)N3CCN(Cc4ccccc4)CC3)CC2)cc1	-2	1.8	-10	-26	2	7	-7	-12	-3	1
Oc1ccc(-c2nccs2)cc1	2	4.0	-5	-1	-7	-73	73*	-5	-4	-4
CCCCC(=O)N(c1ccc(C)c(C)c1)C1C=CS(=O)(=O)C1 (configuration not stated)	-5	1.8	0	4	4	-17	17	-5	x	2
COc1ccc(C)cc1NC(=O)C(=O)NNC(=O)COc1ccc(Cl)cc1	-8	-1.5	9	-3	2	16	-16	-1	0	2
CCn1cc(CN2CCC(C(=O)Nc3ccc(Oc4cccnc4)cc3)CC2)c(C)n1	-2	2.4	-2	-16	-2	-11	11	-7	-2	-1
C#CCOCCOCCOCCNc1nc(N2CCN(C(=O)[C@H](CCCCN)n3cc(CCC(=O)O)nn3)CC2)nc(N2CCN(C(=O)[C@H](Cc3ccc(O)cc3)n3cc(CCO)nn3)CC2)n1	5	0.0	-12	-8	16	-17	17	0	3	-2
O=C(Nc1cccc(F)c1)Nc1ccnn1C1CCN(C(=O)c2ccccn2)CC1	5	-0.2	-4	-14	4	2	-2	25	9	-4
Oc1ccc(CNc2ccccc2)c2cccnc12	4	-0.1	1	-1	1	11	-11	x	x	3
CN(C(=O)CN1C(=O)NC(C)(c2cccc(Br)c2)C1=O)C1CCCCC1 (configuration not stated)	0	2.2	-8	-1	2	-20	20	1	-11	0

Going on with the list:
Compound	cardiac RTF act	CDK5 p35 inh	dFosB activator	PvdQ acylase	Rtt109 HAT inh	SR-BI HDL uptake	SR-BI DiI-HDL act	MITF act	Wnt bcat act	HTR5A ag
c1ccc(CN2CCN(CCCNc3ccc4nnc(-c5ccccc5)n4n3)CC2)cc1	-3	-1.0	-24	-7	16	x	x	0	x	-6
Cc1cc(C(C)(C)C)oc1C(=O)N1CCN(C(=O)c2oc(C(C)(C)C)cc2C)CC1	7	-2.4	2	-16	-4	61	-61	-11	x	-2
Oc1ccccc1-c1cc(-c2ccco2)[nH]n1	1	-1.7	-4	-6	-3	22	-22	44	x	2
COc1ccc2c(c1)CCC/C2=N\NC(=O)c1ccoc1C	-3	-0.9	0	-9	7	12	-12	8	10	1
OCCC1CN(Cc2nc3c(s2)CCCC3)CCN1Cc1ccccc1 (configuration not stated)	-2	-1.0	-6	-2	2	x	x	3	0	2
COc1ccccc1OCC(=O)Nc1ccc(S(=O)(=O)Nc2cc(C)on2)cc1	5	-1.9	3	-8	-3	x	x	3	-2	-1
N#Cc1cccc(C#N)c1NCC1CCCO1 (configuration not stated)	-2	1.2	-6	-27	2	-5	5	14	-1	3
Cc1oc(-c2ccc(F)cc2)nc1CN1CCCC(C(=O)N2CCOCC2)C1 (configuration not stated)	1	0.6	-2	3	3	-16	16	-8	1	-1
Cc1cc(C)nc(N/N=C/c2ccccc2)n1	4	0.4	-6	-1	3	-13	13	45	16	1
CC(NC(=O)CCCn1cc([N+](=O)[O-])cn1)c1ccccc1 (configuration not stated)	-5	1.6	-8	8	-3	-39	39	9	3	4
COc1cc(C(=O)c2ccccc2Cl)c([N+](=O)[O-])cc1OC	-3	-1.9	-5	-7	3	-10	10	-2	-6	5
COCCNC(=S)N1CCN(c2cccc(C)c2C)CC1	-1	0.6	2	-11	-1	34	-34	1	-1	3

The listing continues:
Compound	cardiac RTF act	CDK5 p35 inh	dFosB activator	PvdQ acylase	Rtt109 HAT inh	SR-BI HDL uptake	SR-BI DiI-HDL act	MITF act	Wnt bcat act	HTR5A ag
Cc1ccccc1OCC(O)Cn1c2ccccc2c2ccccc21 (configuration not stated)	0	1.5	1	2	x	34	-34	14	-2	-4
O=C(N/C=N/OCc1cccc(C(F)(F)F)c1)N1OC[C@@H]2COc3ccc4ccccc4c3[C@@H]21	0	2.1	-1	3	-3	58	-57	2	x	-4
COc1ccc(N2CCN(C(CNC(=O)c3ccco3)c3ccco3)CC2)cc1 (configuration not stated)	-3	2.6	-5	10	5	3	-3	11	-8	4
COCCn1nnnc1C(c1cccs1)N1CCN2CCCC2C1 (configuration not stated)	2	-1.3	1	-22	4	-1	1	0	1	-2
Cc1ccc(-c2cc(Cc3cccs3)c(=O)[nH]n2)cc1	2	-1.1	-8	-1	-4	33	-33	x	3	2

13 entries from above, arranged by length of the SMILES, ascending:
Compound	cardiac RTF act	CDK5 p35 inh	dFosB activator	PvdQ acylase	Rtt109 HAT inh	SR-BI HDL uptake	SR-BI DiI-HDL act	MITF act	Wnt bcat act	HTR5A ag
N#Cc1cccc(C#N)c1NCC1CCCO1 (configuration not stated)	-2	1.2	-6	-27	2	-5	5	14	-1	3
Cc1cc(C)nc(N/N=C/c2ccccc2)n1	4	0.4	-6	-1	3	-13	13	45	16	1
COCCNC(=S)N1CCN(c2cccc(C)c2C)CC1	-1	0.6	2	-11	-1	34	-34	1	-1	3
COCCn1nnnc1C(c1cccs1)N1CCN2CCCC2C1 (configuration not stated)	2	-1.3	1	-22	4	-1	1	0	1	-2
Cc1ccccc1OCC(O)Cn1c2ccccc2c2ccccc21 (configuration not stated)	0	1.5	1	2	x	34	-34	14	-2	-4
COc1ccc2c(c1)CCC/C2=N\NC(=O)c1ccoc1C	-3	-0.9	0	-9	7	12	-12	8	10	1
OCCC1CN(Cc2nc3c(s2)CCCC3)CCN1Cc1ccccc1 (configuration not stated)	-2	-1.0	-6	-2	2	x	x	3	0	2
CC(NC(=O)CCCn1cc([N+](=O)[O-])cn1)c1ccccc1 (configuration not stated)	-5	1.6	-8	8	-3	-39	39	9	3	4
COc1cc(C(=O)c2ccccc2Cl)c([N+](=O)[O-])cc1OC	-3	-1.9	-5	-7	3	-10	10	-2	-6	5
Cc1oc(-c2ccc(F)cc2)nc1CN1CCCC(C(=O)N2CCOCC2)C1 (configuration not stated)	1	0.6	-2	3	3	-16	16	-8	1	-1
COc1ccccc1OCC(=O)Nc1ccc(S(=O)(=O)Nc2cc(C)on2)cc1	5	-1.9	3	-8	-3	x	x	3	-2	-1
Cc1cc(C(C)(C)C)oc1C(=O)N1CCN(C(=O)c2oc(C(C)(C)C)cc2C)CC1	7	-2.4	2	-16	-4	61	-61	-11	x	-2
O=C(N/C=N/OCc1cccc(C(F)(F)F)c1)N1OC[C@@H]2COc3ccc4ccccc4c3[C@@H]21	0	2.1	-1	3	-3	58	-57	2	x	-4
